Screening data: PubChem, NMMLSC
RGS4-Gao reg: human RGS4-Galphao interaction regulation. P09471. Multiplexed bead flow cytometry, RGS4-Galphao binding; actives lie on both sides. binding response (% of control), % at 10 µM. actives 0.33% (n = 220,000). AID 1415; in the data active = binding response below about 49% or above about 150%; inactive = in between;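 note: fluorescent Galphao activated with aluminum fluoride binding bead-coupled RGS4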
GSH bead fluor: GSH bead compound fluorescence profile | AID 1776 | GSH beads flow cytometry, compound fluorescence 488/530 nm; stronger effect = higher value | fluorescence (KMESF) at 10 µM | actives 0.25% (n = 190,000); in the data active = fluorescence above about 89;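 note: glutathione beads carrying GST-tagged Bcl family fusion proteins plus one bare bead set; values are compound well signal with DMSO vehicle wells as background; inactives centre near 16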
Bim-Bcl-2: human Bim-Bcl-2 interaction inhibition; P10415; Bead-based flow cytometry, Bim peptide-Bcl-2 binding; inhibition, % at 10 µM; actives 0.06% (n = 190,000); AID 950; in the data active = inhibition above about 40%; inconclusive = no clear call, values can overlap the other calls;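 note: 0% = no compound wells with probe peptide and 100% = reference peptide inhibitor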
Target sequence (P10415 whole entry, looked up): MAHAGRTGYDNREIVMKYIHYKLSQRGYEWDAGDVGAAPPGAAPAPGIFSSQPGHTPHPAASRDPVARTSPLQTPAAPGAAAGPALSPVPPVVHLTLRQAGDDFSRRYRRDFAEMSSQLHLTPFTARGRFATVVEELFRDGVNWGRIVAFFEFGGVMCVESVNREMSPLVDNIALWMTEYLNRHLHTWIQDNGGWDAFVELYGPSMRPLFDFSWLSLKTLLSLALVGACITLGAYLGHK
Bim-Bcl-B: disrupts Bim peptide binding to human Bcl-B; inhibition, % at 10 µM; actives 0.073% (n = 190,000); Q9HD36; bead-based flow cytometry;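 note: 0% = tracer peptide without compound and 100% = reference inhibitor peptide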
Target sequence (Q9HD36 whole entry, looked up): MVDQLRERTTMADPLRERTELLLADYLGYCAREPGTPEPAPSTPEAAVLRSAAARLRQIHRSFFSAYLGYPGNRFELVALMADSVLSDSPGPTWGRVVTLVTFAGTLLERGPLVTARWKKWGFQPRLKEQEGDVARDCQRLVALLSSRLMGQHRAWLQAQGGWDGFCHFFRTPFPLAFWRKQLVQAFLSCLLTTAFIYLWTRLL
ABCG2 block: inhibitors of human ABCG2 transporter, ABCB1 counter-screen; Q9UNQ0; IgMXP3 cells, JC-1 efflux, flow cytometry; inhibition, % at 6.6 µM; actives 0.1% (n = 190,000); AID 1325;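 active = inhibition above 80%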;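 note: 0% = DMSO and 100% = nicardipine control wells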
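Assay system – ABCG2 IgMXP3 and barcoded ABCB1 CCRF-Adr cell mix · Input – 3 million cells/mL in well · Reagent – JC-1 fluorescent substrate · Compound – single test compound dose, 6.6 µM final · Timing – 10 min exposure at 25 °C with rotation, no wash · Detection – flow cytometry of retained JC-1 fluorescence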
RGS7-Gao: modulates binding of RGS7 to human Galphao; Multiplexed bead flow cytometry; actives lie on both sides; actives 0.35% (n = 220,000); binding response (% of control), % at 10 µM; in the data active = binding response below about 49% or above about 150%; inconclusive = no clear call, values can overlap the other calls; inactive = in between;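 note: fluorescent Galphao held in activated GDP-AlF4 state binding bead-coupled RGS7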
Avidin bead fluor: compound fluoresces at 488/530 nm on avidin beads; compound fluorescence 488/530 nm, flow cytometry; stronger effect = higher value; fluorescence (KMESF) at 10 µM; actives 0.38% (n = 220,000); in the data active = fluorescence above about 47; note: inactives centre near 10
Bim-Bfl-1: disrupts Bim binding to human Bfl-1; Q16548; Bead-based flow cytometry, Bim-Bfl-1 binding inhibition; inhibition, % at 10 µM; actives 0.12% (n = 190,000);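 note: 0% = wells without compound plus tracer and 100% = blocker peptide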
ABCB1 block: human ABCB1 inhibition, ABCG2 as counter-screen. P08183. CCRF-Adr cells, JC-1 efflux, flow cytometry. inhibition, % at 6.6 µM. actives 0.067% (n = 190,000); in the data active = inhibition above about 40%;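 note: 0% = vehicle and 100% = reference inhibitor; higher value means more JC-1 retained so stronger ABCB1 efflux block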
Bim-Bcl-XL: disrupts Bim peptide binding to human Bcl-XL; bead flow cytometry, fluorescence; inhibition, % at 10 µM; actives 0.04% (n = 190,000); AID 1007
Target sequence (Q07817 whole entry, looked up): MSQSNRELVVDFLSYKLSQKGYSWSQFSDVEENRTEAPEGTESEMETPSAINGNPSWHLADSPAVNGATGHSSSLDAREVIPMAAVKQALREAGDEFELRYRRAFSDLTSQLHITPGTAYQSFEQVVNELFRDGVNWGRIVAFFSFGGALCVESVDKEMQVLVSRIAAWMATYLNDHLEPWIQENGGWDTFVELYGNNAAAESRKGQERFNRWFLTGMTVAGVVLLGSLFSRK
Bcl-W Bim block: disrupts Bim peptide binding to human Bcl-W; Q92843; bead-based flow cytometry; inhibition, % at 10 µM; actives 0.02% (n = 190,000); AID 952;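 note: 0% = bound tracer without compound and 100% = peptide blocker; higher means less fluorescent Bim peptide bound to Bcl-W beads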
Target sequence (Q92843 whole entry, looked up): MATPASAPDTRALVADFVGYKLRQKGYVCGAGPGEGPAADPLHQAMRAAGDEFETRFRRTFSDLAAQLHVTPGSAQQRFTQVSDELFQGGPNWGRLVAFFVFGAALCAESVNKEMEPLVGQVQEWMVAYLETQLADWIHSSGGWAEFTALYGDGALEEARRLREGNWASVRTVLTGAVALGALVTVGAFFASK
An asterisk follows results filed as active; ? = inconclusive. Cut-off read from the data, not from the text of the source, unless noted: active = inhibition above about 40%.

SMILES	RGS4-Gao reg	GSH bead fluor	Bim-Bcl-2	Bim-Bcl-B	ABCG2 block	RGS7-Gao	Avidin bead fluor	Bim-Bfl-1	ABCB1 block	Bim-Bcl-XL	Bcl-W Bim block
CCOc1ccc(C(CC(=O)O)NC(=O)C23CC4CC(CC(C4)C2)C3)cc1OC (stereo unspecified)	85	11	-5	-2	-1	79	5	-1	-0.1	0	-2
COc1ccc(CCN(C)CCC(=O)Nc2ccc(C)cc2)cc1OC	101	12	-4	-5	5	100	13	0	3.4	-7	-4
COc1ccc(/C=N/NC(=O)CSCC(=O)Nc2ccccc2)cc1OC	102	22	-7	-5	-2	102	8	-4	-0.5	-7	-1
COc1cccc(C(C(=O)NC2CCCCC2)N(C(=O)c2ccco2)c2ccc(-n3cnnn3)c(C)c2)c1 (stereo unspecified)	102	16	-1	-2	2	102	8	-3	0.2	-7	-6
CCOP(=O)(OCC)c1nc(-c2cccc3ccccc23)oc1N1CCCCC1	101	21	-7	-6	14	104	7	-4	0.3	-1	2
COC(=O)c1ccccc1OC(=O)c1cc[n+]([O-])cc1	101	17	-1	-8	6	102	8	-2	0.4	-2	-1
Cn1c(N)c(C(=O)COC(=O)c2ccc(S(=O)(=O)N3CCCCC3)cc2)c(=O)n(C)c1=O	102	13	-6	-6	7	?	13	-5	0.6	2	-1
COc1cccc(-n2c(-c3ccco3)nc3nc4ccccc4nc32)c1	102	16	3	-5	0	99	4	8	0.0	2	1
C#CCn1c(S(=O)(=O)Cc2ccc(OC)cc2)nc(-c2ccccc2)c1-c1ccccc1	100	14	-7	-7	2	95	8	-10	0.7	-4	1
Cc1cc(C)c(S(=O)(=O)n2ccc(-c3ccc(OCCN(C)c4ccccn4)cc3)n2)c(C)c1	98	13	-2	-2	-1	100	32	-4	-0.1	-1	-3
CCCC1C(c2ccco2)NC(c2ccco2)CC1(C)O (stereo unspecified)	102	10	0	-1	1	99	20	-4	0.5	-2	0
N#CCCn1c(C(C#N)(CCC#N)CCC#N)nc2ccccc21	98	22	-4	-6	1	100	28	-13	-0.2	-2	1

Reprinted from the part before: 4 compounds, followed by the next part.
SMILES	RGS4-Gao reg	GSH bead fluor	Bim-Bcl-2	Bim-Bcl-B	ABCG2 block	RGS7-Gao	Avidin bead fluor	Bim-Bfl-1	ABCB1 block	Bim-Bcl-XL	Bcl-W Bim block
C#CCn1c(S(=O)(=O)Cc2ccc(OC)cc2)nc(-c2ccccc2)c1-c1ccccc1	100	14	-7	-7	2	95	8	-10	0.7	-4	1
Cc1cc(C)c(S(=O)(=O)n2ccc(-c3ccc(OCCN(C)c4ccccn4)cc3)n2)c(C)c1	98	13	-2	-2	-1	100	32	-4	-0.1	-1	-3
CCCC1C(c2ccco2)NC(c2ccco2)CC1(C)O (stereo unspecified)	102	10	0	-1	1	99	20	-4	0.5	-2	0
N#CCCn1c(C(C#N)(CCC#N)CCC#N)nc2ccccc21	98	22	-4	-6	1	100	28	-13	-0.2	-2	1
Cc1ccc(NC(=O)COC(=O)c2cc(C)nc3ccccc23)c([N+](=O)[O-])c1	101	14	-6	-5	13	97	21	-7	1.5	-4	-1
O=C(COc1ccccc1)n1nc(-c2ccc(Cl)cc2)nc1NCc1ccco1	105	24	-11	-11	4	103	11	-14	0.1	-18	0
Cc1cc(C)cc(NC(=O)c2nccnc2C(=O)O)c1	101	29	-7	-7	2	100	15	-13	0.2	-4	0
CSc1nnc2c(n1)[nH]c1c(C)cccc12	101	26	-9	-6	6	100	10	-13	0.8	-13	0
CC(C)(C)n1nc2c(c1NC(=O)c1cc3ccccc3o1)CSC2	102	11	-3	-1	0	110	5	-4	-0.1	-2	-1
COc1ccc(CCC(=O)NCc2ccco2)cc1	100	23	-8	-6	5	100	10	-13	1.5	5	1
CCC1(C)N=c2c(c(=O)n(C)c(=O)n2C)=NO1 (stereo unspecified)	98	21	0	-2	2	96	14	-1	0.9	-1	-2
CCC(=O)Nc1nc2nc(-c3ccccc3)cc(-c3ccccc3)n2n1	98	27	-9	-8	42	98	10	-15	3.6	-8	-2
CCCN(CCC)CCCn1c(=O)[nH]c2ccccc21	101	16	-5	-7	2	?	12	-7	0.1	-5	-7
COc1ccc(C)cc1NC(=O)c1ccc(CN2CCN(c3ccccc3)CC2)cc1	101	16	-7	-5	12	104	13	-13	1.5	-5	-2
O=S(=O)(Nc1ccncc1Cl)c1ccc2ccccc2c1	104	12	-6	-2	2	100	10	-5	-2.4	0	-1
O=C(NCCCN1CCOCC1)C1(c2ccccc2)CCCC1	97	33	-6	-10	-3	96	9	-10	-0.4	-7	-6
O=C(Nc1ccccc1)Nc1ccc(C(=O)N2CCOCC2)cc1	101	18	-2	0	0	102	39	0	0.1	0	-3
CCOC(=O)C1=C(C)N(CCCC(=O)O)C(=O)NC1c1ccccc1OS(=O)(=O)c1ccc(C)cc1 (stereo unspecified)	91	19	0	-2	3	95	7	0	2.5	-2	-2
O=[N+]([O-])c1ccc(N2CCN(C(=S)NCc3ccc(Cl)cc3)CC2)cc1	109	14	-8	-5	4	109	7	-2	0.5	0	0
Cc1c(NC(=O)CSc2nc3ccccc3n2C)c(=O)n(-c2ccccc2)n1C	105	13	8	7	1	104	11	1	0.3	0	0
COc1cc(S(=O)(=O)N2CCN=C2c2ccccc2)ccc1F	106	7	-3	-7	0	104	11	-15	0.0	-3	0
N#Cc1c(NC(=O)CSCC(=O)O)sc2c1CCCC2	101	54	-1	-3	7	100	20	-3	0.1	-1	0
O=c1c(-c2nc3ccccc3s2)cccn1Cc1ccc(Cl)cc1	106	50	-1	-11	3	107	6	-2	0.2	-8	4
CCn1c(SCC(=O)c2ccccc2)nc2ccccc2c1=O	105	11	0	-3	6	?	12	-4	2.9	-2	-1
O=C(NCc1ccco1)c1cccnc1-c1nc2ccccc2s1	95	9	2	-10	1	107	14	7	0.1	0	5
O=C(NCCCN1CCCCCC1)c1ccc(N2CCCC2=O)cc1	99	24	-9	-7	3	98	31	-14	0.6	-6	-3
COC(=O)C1CCN(C(=O)CSc2ccccc2)CC1	95	4	3	-3	0	93	13	1	0.3	-1	-2
O=C(O)Cc1ccc(C(=O)c2ccc(Cl)cc2Cl)s1	103	15	-3	-2	5	?	20	-5	1.6	-1	-2
O=C1CN(S(=O)(=O)c2ccc(F)cc2)CC(=O)N1CCc1ccccc1	105	6	-4	-1	0	107	8	-7	0.1	-5	0
O=C(Nc1nnc(CC(c2ccccc2)c2ccccc2)s1)c1ccco1	102	12	-9	-9	2	99	11	-11	0.3	0	0
O=C(CSCC(=O)N1CCOCC1)Nc1ccccc1	96	43	-12	-9	1	98	7	-10	0.8	-5	-1
Cc1cccc(Cc2nnc(CCC(=O)N3CCCCC3c3nccs3)o2)c1 (stereo unspecified)	99	11	-6	-4	-1	106	3	-6	0.5	-4	-2
CC(C(=O)Nc1ccc(S(=O)(=O)N2CCCCC2)cc1)N1CCN(c2ccccn2)CC1 (stereo unspecified)	104	14	-2	-2	0	?	8	-5	0.8	-1	0
O=C(COc1c(Cl)cc(Cl)cc1Cl)c1ccc(Cl)cc1	101	6	0	-4	-2	96	12	0	-0.6	-1	0
COc1ccccc1CN1CCNC(=O)C1CC(=O)NCCCn1cccn1 (stereo unspecified)	101	10	-4	-4	-1	103	2	-4	-0.4	-2	0
COC(=O)c1c(C#N)c(N)nc2c1CCC2	101	15	-3	-1	7	101	31	-2	1.2	0	0
COc1ccc(Cn2c(O)cc(=O)[nH]c2=O)cc1	102	25	-9	-11	-7	103	28	-11	-1.6	-9	-4
O=c1cc(-c2ccc(F)cc2F)[nH]c2ccccc12	102	17	2	-5	-1	103	7	-1	0.7	-3	0
CC(Sc1nc(-c2ccccc2)cc(C(F)(F)F)n1)C(=O)NCc1ccco1 (stereo unspecified)	100	34	-7	-6	3	102	7	-7	0.5	-9	-1
COc1cccc(-c2nnn(CC(=O)O)n2)c1	123	28	-7	-6	-1	119	9	-8	-0.3	-7	-2
Nc1nc(SCc2ccc3c(c2)OCO3)n[nH]1	86	26	-3	-2	4	87	10	0	0.3	-2	-3
COC(=O)C/C=C/[C@@H](C)[C@@H](/C=N/O[C@@H](C)c1cn([C@H](CO)Cc2ccccc2)nn1)NS(=O)(=O)c1ccc(C)cc1	99	19	0	-1	7	100	7	0	1.8	-2	0
CCOc1ccc(NC(=O)CN(C)CC(=O)Nc2cc(Cl)ccc2C#N)cc1OCC	79	13	6	2	-2	75	4	6	-0.2	6	1
CCCN(CCC)C(=O)C1CC(=O)OC12CCCCC2 (stereo unspecified)	107	19	0	-2	3	110	10	-5	0.3	-2	-2
C=CCC(C(=O)OC)(C(=O)OC)c1ccc(C(F)(F)F)cc1[N+](=O)[O-]	100	9	-4	-6	13	103	7	-6	2.3	-6	-1
CCOC(=O)C(C)/C(C)=N/NC(N)=S (stereo unspecified)	100	11	0	-6	2	97	12	0	0.2	-3	-1
Cc1c(Br)ccc(NC(=O)CCN2C(=O)C3C4CCC(C4)C3C2=O)c1C (stereo unspecified)	108	22	0	1	1	104	11	0	0.4	0	0
CC(C)Oc1ccc(/C=N/NC(=O)C(CSCc2ccccc2)NC(=O)c2ccc([N+](=O)[O-])cc2)cc1 (stereo unspecified)	107	22	-11	-9	-5	107	7	-1	-0.2	-10	-3
CC(C)N(C(=O)CSc1nnc(NC(=O)c2ccco2)s1)C(C)C	93	10	-1	-6	9	93	18	-4	1.1	0	0
OC(COCc1ccccc1)CN1CCN(Cc2ccc3c(c2)OCO3)CC1 (stereo unspecified)	100	10	-7	-6	33	99	11	-6	2.1	-1	0
Fc1ccccc1Cn1nnc2c(-n3ccnc3)ncnc21	93	13	-9	-9	4	91	3	-7	0.8	-6	3
Cc1ccc(-c2nn(-c3ccccc3)cc2/C=C/C(=O)OCC(=O)NC2CC2)o1	96	10	3	0	16	?	8	4	1.9	3	2
CC(C)(CO)NC(=O)C(c1ccccc1)c1ccccc1	102	22	-6	-4	1	100	18	-8	0.5	-4	-1
O=C(c1cccc(F)c1)N1CCc2ccccc2C1	104	24	4	-1	-7	100	4	2	-4.1	6	-2
Cc1cc(=O)n2nc(N3CCC(C(=O)NC4CCCc5ccccc54)CC3)sc2n1 (stereo unspecified)	107	24	-1	1	0	104	37	0	-0.1	3	0
CC(C)c1ccc(/C=N/NC(=O)CC(=O)NCc2ccccc2)cc1	100	25	-3	-2	2	96	9	-3	-0.2	-1	0
CCOC(=O)C1CCCN(C(=O)c2cc3c(=O)n(C)c4ccccc4c3n2C)C1 (stereo unspecified)	101	15	-7	-3	1	97	7	-9	1.4	-2	-1
CC(CC(=O)NC1CCSC1=O)c1ccccc1 (stereo unspecified)	101	14	-10	-9	1	101	11	-13	0.2	-4	0
CC(C)(C)NC(=O)c1cccc(NC(=O)Cc2cccs2)c1	100	24	0	-5	2	102	10	-5	0.6	-1	1
Cc1ccc(CS(=O)(=O)c2ncn[nH]2)cc1	104	14	2	-4	0	103	14	-5	0.0	0	-1
CCOC(=O)c1cnc(SC)nc1Oc1cccc(NS(=O)(=O)c2ccc(Cl)cc2)c1	105	8	-15	-9	10	100	11	-15	1.5	-3	1
